Assay outcomes (PubChem)
Rtt109 HAT inh – inhibitors of C. albicans Rtt109/Vps75 HAT, primary screen, biochemical, ThioGlo CoA-SH fluorescence, plate reader; inhibition, % at 34.9 µM; purified Rtt109/Vps75, 4 h; Histone acetyltransferase RTT109 (Candida albicans (strain SC5314 / ATCC MYA-2876)), …; 330,000 tested, 0.16% active;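 active = inhibition of at least 50% in every replicate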
Target sequence (Q5AAJ8 whole entry, looked up): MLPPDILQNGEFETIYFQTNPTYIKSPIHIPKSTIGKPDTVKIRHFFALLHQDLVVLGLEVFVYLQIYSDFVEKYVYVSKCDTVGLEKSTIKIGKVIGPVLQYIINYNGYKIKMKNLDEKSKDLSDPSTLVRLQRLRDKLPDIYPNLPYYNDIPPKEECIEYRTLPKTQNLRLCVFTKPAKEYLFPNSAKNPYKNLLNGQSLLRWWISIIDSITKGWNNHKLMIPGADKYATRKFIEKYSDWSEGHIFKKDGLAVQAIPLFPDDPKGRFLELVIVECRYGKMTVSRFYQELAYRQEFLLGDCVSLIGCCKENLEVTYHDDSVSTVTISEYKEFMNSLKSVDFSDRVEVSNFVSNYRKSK
DAGLB inhibitor – DAGLB lipase inhibitors, primary screen, biochemical, fluorescence, HTS; Diacylglycerol lipase-beta (Homo sapiens), Q8NCG7; HEK293T DAGLB membrane lysate, EnzChek fluorogenic substrate; inhibition, % at 5.17 µM; 340,000 tested, 0.059% active; in the data active = inhibition above about 34%;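 also: 0% = enzyme with vehicle and 100% = wells lacking enzyme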
Target sequence (Q8NCG7 whole entry, looked up): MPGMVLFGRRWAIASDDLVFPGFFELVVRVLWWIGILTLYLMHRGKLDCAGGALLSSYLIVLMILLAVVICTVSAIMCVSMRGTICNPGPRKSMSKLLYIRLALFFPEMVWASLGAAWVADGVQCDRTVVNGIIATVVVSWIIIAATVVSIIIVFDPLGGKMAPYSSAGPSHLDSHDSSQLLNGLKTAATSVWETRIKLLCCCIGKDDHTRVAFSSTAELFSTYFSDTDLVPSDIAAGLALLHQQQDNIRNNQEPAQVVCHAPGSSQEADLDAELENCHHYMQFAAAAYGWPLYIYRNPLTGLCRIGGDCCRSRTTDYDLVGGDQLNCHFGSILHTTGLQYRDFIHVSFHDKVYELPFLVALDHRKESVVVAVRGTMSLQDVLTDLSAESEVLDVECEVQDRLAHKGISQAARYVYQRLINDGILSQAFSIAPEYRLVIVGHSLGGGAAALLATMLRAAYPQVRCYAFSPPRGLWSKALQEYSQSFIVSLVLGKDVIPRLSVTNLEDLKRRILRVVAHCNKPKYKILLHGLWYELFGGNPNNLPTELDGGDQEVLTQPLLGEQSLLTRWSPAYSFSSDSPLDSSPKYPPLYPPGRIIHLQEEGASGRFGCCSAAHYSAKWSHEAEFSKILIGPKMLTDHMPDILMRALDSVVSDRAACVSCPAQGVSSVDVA
CAL PDZ FP-1 – CAL PDZ peptide-binding inhibitors, primary screen, biochemical, fluorescence polarization, Cer-tagged CAL PDZ, HTS. Golgi-associated PDZ and coiled-coil motif-containing protein (Homo sapiens), Q9HD26. purified CAL PDZ, TMR-peptide fluorescence polarization, 1 h. inhibition, % at 20 µM. 330,000 tested, 0.02% active. AID 504414, 2011;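 active = highest replicate inhibition of at least 40%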;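 also: plate controls were DMSO neutral control wells for no effect and unlabeled competitor peptide control wells for full effect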
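material = purified tagged CAL PDZ domain construct (CerCALP) | compound dosing = 20 µM, one dose | times = 1 h at RT | measured by = fluorescence polarization from S- and P-plane intensities, G-factor corrected | read-out = inhibition from polarization loss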
C-LANA FP – inhibitors of KSHV C-LANA binding to DNA, primary screen, biochemical, fluorescence polarization, FAM-LBS DNA, MBP-C-LANA, single point. AID 504423, 2011. inhibition, % at 9 µM. Kaposi's sarcoma herpesvirus LANA C-terminal domain (residues 932-1162) DNA binding. 340,000 tested, 0.078% active;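 active = highest replicate inhibition at or above 60% at 9 µM, even if other replicates fall short; inactive = all replicates below 60% inhibition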;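 also: 0% = neutral control wells and 100% = 4 µM acridine orange control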
CAL PDZ FP-2 – untagged CAL PDZ binding inhibitors, primary screen, biochemical, fluorescence polarization, HTS; Golgi-associated PDZ and coiled-coil motif-containing protein (Homo sapiens), Q9HD26; purified CAL PDZ, TMR-peptide fluorescence polarization, 1 h; inhibition, % at 24.9 µM; 300,000 tested, 0.92% active; AID 602252, 2012;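 active = mean inhibition of at least 30% with at least half of replicates also reaching 30%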;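 also: 0% = DMSO neutral control and 100% = excess unlabeled competitor peptide PRC23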
Keap1-Nrf2 PPI – Keap1-Nrf2 protein-protein interaction inhibitors, primary screen, biochemical, fluorescence polarization, single point; Keap1 Kelch-Nrf2 peptide fluorescence polarization, 1536-well; inhibition, % at 9.4 µM; 340,000 tested, 0.15% active; AID 504523, 2011; in the data active = inhibition above about 12%;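 also: human Keap1 Kelch domain with fluorescein labeled Nrf2 9mer peptide probe; 0% = neutral control wells and 100% = peptide positive control; higher means more block of Keap1 binding to Nrf2 peptide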
PKA-R2B act – activators of PKA-R2B holoenzyme, primary screen, biochemical, fluorescence polarization, Cy5-IP20, human | cAMP-dependent protein kinase catalytic subunit beta (Homo sapiens) + cAMP-dependent … | activation, % at 11.4 µM | 340,000 tested, 0.079% active | PKA-R2B holoenzyme dissociation; R2B truncated from residue 108, S112A mutant; 0% DMSO only, 100% 113 µM cGMP;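 active = activation above a cutoff set at the mean over all compounds plus 3 SD, cut at about 18% in these data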;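 also: higher means more holoenzyme dissociation and a rise in polarization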
SR-BI uptake up – activators of SR-BI mediated DiI-HDL uptake, primary screen, ldlA[mSR-BI] CHO cells, DiI fluorescence | 320,000 tested, 0.096% active | activation, % at 12.5 µM | 3 h; 100 = double the neutral-control signal;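 active = mean replicate activation of at least 60% and every replicate at or above 60%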;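 also: 0% = median plate neutral-control signal and 100% = twice that signal; values of inactives mirror those of a sister screen read the other way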
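Test system: SR-BI-overexpressing, LDLR-lacking CHO cells; Medium: Ham's F12 with 0.5% BSA, HEPES 25 mM, pH 7.4; Schedule: 3 h, 37 °C; Technique: bottom-read fluorescence, 550/595 nm.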
Cardiac RTF inh – cardiac RTF calcium sensitivity inhibitors, primary screen, biochemical, IANBD-TnC fluorescence, EC70 calcium. Troponin I, cardiac muscle (Homo sapiens) + Troponin T, cardiac muscle (Homo sapiens) + …. IANBD-labeled cardiac RTF, Ca2+ fluorescence. inhibition, % at 7.15 µM. 340,000 tested, 0.12% active;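 active = inhibition above the mean inhibition of all tested compounds plus 3 SD, cut at about 17% in these data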;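 also: assay run at fixed EC70 calcium of 1.6 mM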
cardiac RTF act – cardiac RTF calcium sensitivity activators, primary screen, biochemical, IANBD-TnC fluorescence, EC20 calcium | Troponin I, cardiac muscle (Homo sapiens) + Troponin T, cardiac muscle (Homo sapiens) + … | IANBD-labeled TnC RTF fluorescence at EC20 calcium; 0% EC20 calcium, 100% full calcium | activation, % at 7.2 µM | 340,000 tested, 0.24% active;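 active = activation above the mean over all tested compounds plus 3 SD, cut at about 30% in these data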;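 also: rise in fluorescence read as greater calcium sensitivity of cardiac thin filaments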
* = called active by the depositor; / = not tested or not shown.

SMILES	Rtt109 HAT inh	DAGLB inhibitor	CAL PDZ FP-1	C-LANA FP	CAL PDZ FP-2	Keap1-Nrf2 PPI	PKA-R2B act	SR-BI uptake up	Cardiac RTF inh	cardiac RTF act
Cc1cc(C(=O)NC2CCCc3c2cnn3-c2cccc(C)c2C)n(C)n1 (centres undefined)	-11	3	-3.9	0.1	-2	-3	-3	-18	-8	-1
COc1ccc(S(=O)(=O)N2CCC(C(=O)N3CCCC3)CC2)cc1C	4	-2	-0.6	0.4	-1	3	-11	/	-15	-5
O=C(COC(=O)CN1C(=O)C2CCCCC2C1=O)Nc1c(Cl)cccc1Cl (centres undefined)	1	-1	0.2	1.3	11	0	-1	7	3	6
O=C(Nc1ccnn1C1CCN(Cc2ccccc2OC(F)F)CC1)c1cccnc1	6	3	0.0	-0.7	3	0	-4	-2	-5	1
CC(=O)c1ccc(S(=O)(=O)N(CCCO)Cc2cc3cc(C)ccc3[nH]c2=O)cc1	2	3	-2.8	-0.2	-1	-4	-1	30	5	-2
Cc1ccc(CC2S/C(=C(/C#N)C(=O)NCc3ccco3)N(c3ccccc3)C2=O)cc1 (centres undefined)	-9	0	-1.9	2.7	-1	-5	-5	-6	-11	15
CN(C)n1cnc2ccsc2c1=O	-2	-1	0.3	0.9	-4	0	-13	15	-7	-10
COc1ccc2[nH]c(=O)c(CN(CCc3cccc(C)c3)C(C)=O)cc2c1	12	1	5.6	0.7	-8	-2	-5	17	0	-1
O=C(NCCN1CCCC1)c1ccc2c(=O)n(CCc3ccccc3)c(=O)[nH]c2c1	-2	2	-1.4	-2.2	-6	-4	-5	-20	-4	-4
CCC(C)c1ccccc1OCCCN(C)Cc1ccccc1 (centres undefined)	0	-14	/	0.7	-3	10	7	4	0	-9
O=C(Nc1ccc2nc(-c3ccc(Br)o3)[nH]c2c1)c1cccs1	9	0	-2.4	1.8	0	-5	-6	-60	-6	2
C=CCN(c1ccc(C(=O)NCCc2ccccc2)cc1)S(C)(=O)=O	5	-1	-0.8	-0.4	-1	3	4	-37	-1	-11
COc1cccc(OC)c1OCCCOc1cccc2cccnc12	5	-1	-0.8	-1.0	1	-5	-3	/	-6	5
CCCC(C)c1nnc(NC(=O)CS(=O)(=O)Cc2ccccc2)s1 (centres undefined)	6	3	-3.5	0.8	2	-1	-5	-5	6	7
CCNC(=S)N1CCC(C(=O)c2ccc(Cl)cc2)CC1	-8	1	/	-4.5	-10	-4	-2	-2	-12	-4
CCOC(=O)c1c(NC(=O)CS(=O)(=O)c2cn(CC)c3ccccc23)sc2c1CCCC2	-8	-3	-0.7	-0.2	/	-3	-9	-51	-2	2
Clc1ncc2[nH]cnc2n1	2	2	0.2	1.6	-3	-6	-6	4	-1	7
COc1ccc(NC(=O)CN(C)CC(=O)NCC(=O)Nc2ccc(F)cc2)cc1	-5	1	-0.6	-0.3	-6	0	-4	5	2	1
O=C(O)CCC(=O)NNC(=O)c1ccc(-c2ccccc2)cc1	-10	0	0.1	-1.8	-1	0	9	11	6	20
CCCN(CC1CCCO1)C(=O)c1cc(COc2ccc(F)cc2F)on1 (centres undefined)	1	-2	-2.7	-0.3	0	-4	-1	4	1	0
O=C(COc1cccc2cccnc12)N/N=C1\SCC(=O)N1CCc1ccccc1	2	1	-1.3	-0.9	-3	-3	0	-8	-7	3
CC(=O)c1cc(-c2ccccc2)n(CC(=O)NCc2cccs2)c1C	2	2	-0.9	-1.7	0	-4	-1	3	-6	-4
COC(=O)c1ccc(NC(=O)CN2CCN(CC#N)CC2)cc1	-1	-1	-4.3	13	0	-3	-5	-28	-2	1
O=C(NCCCN1CCOCC1)c1ccc(Cl)cc1Cl	-5	4	-9.8	2.2	/	1	-3	17	-11	9
CCC1COCCS(=O)(=O)N1Cc1cccc(Cl)c1 (centres undefined)	-1	-2	-0.3	-1.5	-2	-7	1	11	-6	2
(cont.)
SMILES	Rtt109 HAT inh	DAGLB inhibitor	CAL PDZ FP-1	C-LANA FP	CAL PDZ FP-2	Keap1-Nrf2 PPI	PKA-R2B act	SR-BI uptake up	Cardiac RTF inh	cardiac RTF act
CC(C)C[C@H]1CNC(=S)N1CC1CCCN1C[C@H](CC(C)C)N1C[C@H](Cc2ccc(O)cc2)N(CC2CCCCC2)C1=S (some centres undefined)	7	-8	0.4	1.3	0	-2	-12	26	-4	-4
CC(=O)c1ccc(NC(=O)c2cc(C)nc3ccccc23)cc1	3	-1	1.0	0.4	/	-5	6	-33	-10	3
CCOC(=O)c1c(C)[nH]c(C(=O)NNC(=O)c2ccc(Br)cc2)c1C	29	-1	0.1	0.7	0	1	1	-1	4	-5
COC(=O)[C@]1(C)N[C@H](CN(C)C(=O)c2ccccc2)[C@@H]2C(=O)N(C)C(=O)[C@@H]21	4	-1	-2.4	0.5	3	-1	2	23	-1	0
COc1ccc(OC)c(NC(=O)[C@H]2CC=CC[C@H]2C(=O)O)c1	8	1	-2.6	1.0	/	-2	3	11	-11	8
CCCCCn1c(N(C)Cc2ccccc2)nc2c1c(=O)[nH]c(=O)n2C	5	3	-1.2	-0.3	/	-2	-3	-11	1	0
O=C(C1=NNCC1c1ccccc1)C1OC1c1ccccc1 (centres undefined)	-4	-8	-0.3	0.0	-6	-1	-16	3	1	3
CCC(C)(C(=O)Nc1c(C)cccc1C)N(C)C(=O)c1ccc2ccccc2n1 (centres undefined)	3	1	-0.6	0.4	6	2	-9	13	0	1
COc1ccccc1-c1cc(C(F)(F)F)nc(S(=O)(=O)CCCC(=O)Nc2cccnc2Cl)n1	-17	-6	0.4	-0.7	2	-4	2	25	8	4
CCOCCCNC(=S)NCCNc1nc2c(C)cccc2cc1C#N	/	-1	-3.0	-1.2	0	-8	7	-43	6	5
Cc1nnsc1C(=O)Nc1cccc(Cl)c1C	-7	1	0.3	1.3	-5	6	-1	17	3	6
CC(C)CC(C(=O)OCC(=O)Nc1ncc(Cl)cc1Cl)N1C(=O)c2ccccc2C1=O (centres undefined)	1	-5	-1.1	0.0	-5	-2	8	-18	3	3
NCCCC[C@H]1CNC(=O)C(=O)N1CCCCC1CCCCC1	17	2	-0.2	1.0	-3	-3	1	9	-17	-1
COC(=O)CSc1nc(C(C)C)nc2ccccc12	0	-3	1.0	-0.2	-1	-6	-6	-11	-2	3
CCCCN(C)CCNC(=O)CCNC(=O)Cn1ccc2ccccc2c1=O	6	-2	0.0	1.3	-1	1	6	2	3	0
O=C(c1ccc(S(=O)(=O)Nc2ccccc2Cl)cc1)N1CCOCC1	18	2	0.3	-6.7	3	0	-10	29	-6	-2
COc1cccc2c(SCC(=O)N/N=C/c3ccc(O)c(O)c3)cc(C)nc12	1	/	-2.0	0.4	6	0	/	-2	/	/
O=C(NNC(=S)NC(=O)c1cccs1)c1ccc(NC(=O)c2ccccc2)cc1	13	5	0.7	-0.5	-3	-4	-13	-18	-7	2
O=C(OCc1nnc(-c2ccc([N+](=O)[O-])cc2)o1)C1CCN(C(=O)c2ccc(F)cc2)CC1	2	2	0.4	-0.4	/	1	3	-5	-2	0
Cc1ccc(C(=O)NC(=S)NNC(=O)CCN2CCOCC2)cc1	5	-2	-2.3	2.0	-5	5	-5	0	-8	7
COC(=O)c1nn(-c2ccc(OC)cc2)c(=O)cc1O	-7	0	-0.1	-0.5	1	-1	3	19	4	-2
COc1nc(OC)nc(N2CCC(C(=O)NCc3ccco3)CC2)n1	9	-2	-0.7	-1.2	3	-4	-11	-2	-1	-6
CCSc1nnc(-c2ccc(OC)cc2)o1	-5	-4	0.0	0.8	-1	2	13	0	2	9
Cc1ccc(NC(=O)CN2CCN(CCN=CC3=C(O)CC(C)(C)CC3=O)CC2)cc1	-2	1	-0.3	-1.6	-3	-1	0	19	-5	1
Cc1cccc(NC(=O)c2ccc(S(=O)(=O)N(C)c3ccccc3)cc2)n1	5	-6	-1.1	1.2	/	0	-5	-56	-1	-5

Of the compounds above, 3 contain an aryl thioether with sulfur outside any ring:
SMILES	Rtt109 HAT inh	DAGLB inhibitor	CAL PDZ FP-1	C-LANA FP	CAL PDZ FP-2	Keap1-Nrf2 PPI	PKA-R2B act	SR-BI uptake up	Cardiac RTF inh	cardiac RTF act
COC(=O)CSc1nc(C(C)C)nc2ccccc12	0	-3	1.0	-0.2	-1	-6	-6	-11	-2	3
COc1cccc2c(SCC(=O)N/N=C/c3ccc(O)c(O)c3)cc(C)nc12	1	/	-2.0	0.4	6	0	/	-2	/	/
CCSc1nnc(-c2ccc(OC)cc2)o1	-5	-4	0.0	0.8	-1	2	13	0	2	9

Other compounds
SMILES	Rtt109 HAT inh	DAGLB inhibitor	CAL PDZ FP-1	C-LANA FP	CAL PDZ FP-2	Keap1-Nrf2 PPI	PKA-R2B act	SR-BI uptake up	Cardiac RTF inh	cardiac RTF act
CCCN1Cc2cccc(C(=O)NCCc3cccc(C)c3)c2C1=O	1	-14	-0.8	1.3	4	-1	-6	-36	-1	0
O=C1c2ccccc2C(=O)N1CCCCN(C(=O)c1cc([N+](=O)[O-])ccc1Cl)c1ccc(Cl)cc1	3	-2	-2.4	0.2	-3	3	-2	17	-10	0
Cc1cc(C)c(OCC(=O)OCC(=O)NCC2CCCCC2)c(C)c1	-6	-4	1.5	1.2	-2	4	5	6	-34	-2
O=C1Nc2ccc(Br)cc2C1(O)Cc1ccncc1 (centres undefined)	-2	-1	-1.0	0.5	-1	0	3	13	-10	-4
Cc1ccc(OCc2cc(C(=O)Nc3ccccc3)oc2C)cc1	5	-10	-3.1	-1.2	-4	-6	2	-9	-5	2
c1coc(CNc2nc(-c3ccncc3)cs2)c1	-5	3	-0.6	0.8	-1	-1	-2	-27	7	-3
COc1ccc(NC(=O)c2cc(CC(C)C)on2)cc1OC	0	0	-0.3	-0.7	-5	3	9	8	2	-3
Nc1ccccc1SC/C=C/CSc1ccccc1N	7	-7	-0.3	1.7	4	-1	-12	9	2	-3
CSc1ccc(C#N)cc1NC(=O)c1ccc(Cl)nc1	-9	0	-0.8	1.4	-2	1	-8	-11	-6	-2
CC1Cc2ccccc2N1C(=O)CCNS(=O)(=O)c1cccc2nsnc12 (centres undefined)	4	-1	-4.9	-1.7	/	-5	-4	-23	-2	1
